# Assay outcomes as filed in PubChem.
# NPYLR7 ag = activates Aedes aegypti NPYLR7 receptor | HEK293T NPYLR7/Galpha15, GCaMP6s calcium fluorescence | actives 0.15% (n = 270,000) | activation, % at 10 µM; in the data active = activation above about 40%;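 also: 0% = vehicle and 100% = reference agonist at the receptor; some compounds past the cut are filed as inactive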
# hcGAS lum = inhibitors of human cGAS. Q8N884. recombinant h-cGAS, ATP depletion, Kinase-Glo luminescence. inhibition, % at 12.5 µM. actives 0.081% (n = 290,000). AID 1259398;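 also: 0% = vehicle reaction and 100% = reaction without DNA for no activity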
# Target sequence (Q8N884 whole entry, looked up): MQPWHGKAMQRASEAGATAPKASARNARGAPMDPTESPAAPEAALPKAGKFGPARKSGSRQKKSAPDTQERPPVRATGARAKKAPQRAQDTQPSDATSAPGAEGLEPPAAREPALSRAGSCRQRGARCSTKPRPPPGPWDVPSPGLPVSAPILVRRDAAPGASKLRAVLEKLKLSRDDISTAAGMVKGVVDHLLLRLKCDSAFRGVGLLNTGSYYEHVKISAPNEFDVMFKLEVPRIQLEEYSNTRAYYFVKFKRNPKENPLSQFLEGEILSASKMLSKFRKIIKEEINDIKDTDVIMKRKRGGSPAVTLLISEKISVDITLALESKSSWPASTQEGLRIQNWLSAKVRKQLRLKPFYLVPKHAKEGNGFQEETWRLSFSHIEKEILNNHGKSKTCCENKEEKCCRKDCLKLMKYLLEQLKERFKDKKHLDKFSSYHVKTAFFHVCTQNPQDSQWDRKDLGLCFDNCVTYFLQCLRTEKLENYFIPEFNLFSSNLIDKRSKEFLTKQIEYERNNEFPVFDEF
# mcGAS lum = blocks mouse cGAS activity; Q8C6L5; recombinant cGAS, Kinase-Glo ATP depletion luminescence; inhibition, % at 12.5 µM; actives 0.15% (n = 160,000); AID 1259399;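 also: 0% = negative control wells and 100% = reference inhibitor with no enzyme activity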
# * marks the source's active call; other numbers are inactive results; . = not tested or not shown; & = joins results of further samples. Rule as the data show it, unless noted: active = inhibition above about 40%; inactive = the rest.
# Order of values: NPYLR7 ag	hcGAS lum	mcGAS lum
> Cc1ccc(N2CC(C(=O)OC(C)C(=O)NCc3ccc(Cl)cc3)CC2=O)cc1 (stereo not given)
→ -4.6	9.7	.
> O=C1NC2(CCN(C(=O)Cc3ccccc3)CC2)Nc2cccc(Cl)c21
→ -0.7	-7.6	-3.4
> Cc1ccc(C(=O)Nn2cnc3c(cnn3-c3ccc(C)c(C)c3)c2=O)cc1C
→ 2.7	-8.1	.
> c1ccc2[nH]c(CC3CCCN(Cc4cc5n(n4)CCCNC5)C3)nc2c1 (stereo not given)
→ 1.9	1.3	.
> COc1ccc2ccccc2c1/C=N\NC(=O)CSc1nc2ccccc2s1
→ 6.6	-0.7	-3.9
> O=C(COCc1ccccc1)Nc1ccc(N2CCC(Cc3ccccc3)CC2)c(C(=O)NCC2CCCO2)c1 (stereo not given)
→ 11.0	-0.2	-1.3
> COc1ccccc1NC(=O)N1CCN(c2nc(Cc3ccccc3)nc3c2cnn3-c2ccccc2)CC1
→ .	-11.4	-9.8
> Cc1ccc(-n2ncc3c(=O)[nH]c(SCC(=O)NCc4ccc5c(c4)OCO5)nc32)cc1
→ -0.4	-0.2	0.2
> CC(C)(C)c1cc(CNC(=O)c2cn(Cc3ccccc3C(F)(F)F)nn2)[nH]n1
→ 9.6	3.5	-6.4
> O=C(CSc1nc(=O)n(CCO)c2c1CCCC2)Nc1nccs1
→ -8.5	-4.0	-7.1
> COc1ccc(S(=O)(=O)Nc2ccc(N(C)C)c(CN(Cc3cccc(F)c3)C(=O)c3cccs3)c2)cc1
→ -7.0	4.4	0.0
> COCCN(Cc1cccs1)S(=O)(=O)c1c(C)c(C)cc(C)c1C
→ 7.1	-4.7	.
> Nc1ccc(-c2c(-c3ccccc3)[nH]n(-c3cccc(F)c3)c2=O)cc1
→ 28.5	0.8	.
> CC(C)Cc1cn(CC2CCCN(C(=O)C3=CC(=O)CC(C)(C)O3)C2)nn1 (stereo not given)
→ -2.6	-0.2	-13.4
> CN(Cc1nccn1C)c1ccc(-c2nccn2C)nn1
→ 24.1	0.1	-19.1
> Cn1cccc1C(=O)OCC(=O)NC(=O)c1ccc(Cl)cc1
→ -4.1	-6.0	-16.7
> O=[N+]([O-])c1ccc(N2CCN(CCO)CC2)cc1Sc1nc2ccccc2[nH]1
→ -11.4	-3.5	-5.2
> O=C(CCn1cnc2c([nH]c3ccc(F)cc32)c1=O)NCc1ccc(Br)cc1
→ .	-1.2	-5.6
> C=CCN(Cc1cccnc1)Cc1nccn1C
→ 6.1	-2.3	-10.3
> COC(=O)c1occc1COC(=O)c1ccc2cn[nH]c2c1
→ 7.5	-4.6	.
> COc1ccc(/C=C2\Oc3c4c(cc(C)c3C2=O)OCN(Cc2ccncc2)C4)cc1
→ -3.5	-3.5	-6.4
> CCOc1ccc2nc(N3C(=O)C4C5c6ccccc6C(c6ccccc65)C4C3=O)sc2c1 (stereo not given)
→ -6.4	-4.6	-6.9
> Oc1ccccc1O
→ 3.8	0.5	-4.2
> COc1cccc(C2c3[nH]c4ccccc4c3CCN2CC(=O)Nc2cc(C)nn2C)c1 (stereo not given)
→ -3.5	-3.4	-6.1
> O=C1NCC2(CCCN(C(=O)c3ccc4c(c3)CCCO4)CC2)O1 (stereo not given)
→ 7.1	-1.9	.
> CCC(CC)C(=O)N1CC(=O)N2CCc3cc(OC)c(OC)cc3C2C1 (stereo not given)
→ -0.8	-7.5	-7.5
> CCNC(=O)Nc1cccc(NC(=O)C2CCCCN2C)c1 (stereo not given)
→ 2.0	-5.9	-17.7
> COc1cc(C#N)cc(OC)c1OC
→ 12.3	-2.1	.
> CCCSc1nsc(NC(=O)CN(C)c2ccccc2)n1
→ 0.0	5.5	-1.6
> COc1cc(CSc2n[nH]c(C(C)C)n2)ccc1OC(F)F
→ 0.9	-7.0	.
> CCCCCCCCn1c(O)c(C(C)=NCCCN2CCCC2)c(=O)[nH]c1=S
→ 6.1	-3.4	-3.8
> CCCCNC(=O)COC(=O)CCc1nc2ccccc2c(=O)[nH]1
→ -2.4	-1.6	-1.6
> CC1(C(=O)NCc2cccc3ccccc23)CCN1C(=O)C1(c2ccccc2)CC1 (stereo not given)
→ 11.2	-4.5	-5.0
> O=C1CSC(=Nc2ccc(F)cc2)N1
→ 2.5	-5.5	.
> O=C(CN1C(=O)COCC1=O)N1CCCC2(CCNC2)C1 (stereo not given)
→ 0.2	2.1	.
> CCOC(=O)C1CCCN(C(=O)CC(c2cccc(F)c2)c2cn(C)c3ccccc23)C1 (stereo not given)
→ 4.1	-3.0	-8.2
> CN(CC(=O)NOCc1ccccc1)S(=O)(=O)c1cccs1
→ 6.4	-7.2	-17.5
> CC(C)Cn1c(=O)c2c(nc3n2CCCN3C2CCCCC2)n(C)c1=O
→ .	-3.0	-6.5
> Cc1nn(CC(=O)Nc2cccc(O)c2)c(C)c1[N+](=O)[O-]
→ -3.3	3.1	.
> COc1ccc(N2C(=O)CN(C(=O)c3cccc(N4CCCC4=O)c3)CC2(C)C)cc1
→ -3.7	2.4	.
> COc1c(C)cc(C(=O)N2CC(N3CCCCC3C)C2)cc1C (stereo not given)
→ 13.7	3.2	.
> CS(=O)(=O)c1ccccc1S(=O)CCc1ccccc1Cl (stereo not given)
→ 0.2	-4.9	-17.0
> COCCn1c(=O)c2c(nc3n(-c4cc(C)ccc4C)c(C)cn23)n(C)c1=O
→ 6.4	-9.0	.
> Cc1ncc(CO)c(CN2CCCC2c2c(C)noc2C)c1O (stereo not given)
→ 6.5	-4.6	.
> O=C(C1CCOC1)N1CCCC(NS(=O)(=O)c2ccccc2)C1 (stereo not given)
→ 1.9	8.1	.
> CCN1CCCC1CNc1c(-c2ccc(OC)cc2)cnc2ncnn12 (stereo not given)
→ 7.6	-5.6	-4.6
> Cc1cc2cc(C(=O)NCc3noc(Cc4ccccc4)n3)ccc2o1
→ 4.4	-6.1	.
> CCn1nc(NC(C)=O)c2cc3cc(C)ccc3nc21
→ -0.6	-1.9	.
> CC(C)C1CN(Cc2c[nH]c(=O)[nH]c2=O)CCCN1CC1CC1 (stereo not given)
→ .	-16.1	-8.0
> Cn1c2ccc(Br)cc2c2nc3ccccc3nc21
→ 2.1&-6.8	-0.3&3.4	-4.7&-3.3
> CN1CCCCC1(C)C(=O)NCc1ccc(C(C)(C)C)cc1 (stereo not given)
→ -0.6	-5.5	-13.5
> COCCN(CC(=O)N(Cc1ccc(F)cc1)Cc1ccco1)C(=O)c1ccc(Cl)c([N+](=O)[O-])c1
→ -3.5	2.3	-2.1
> CCC(C)N(Cc1ccc(OS(=O)(=O)c2cccc(C(F)(F)F)c2)cc1)C(=O)Nc1ccccc1Br (stereo not given)
→ -0.9	-2.0	-3.5
> Cc1ccccc1-n1c(SCc2cccc(C(F)(F)F)c2)nnc1-c1ccccc1Cl
→ .	-10.9	-8.9
> COCCCN(CC(=O)N(CCc1c[nH]c2ccccc12)Cc1ccc(C(F)(F)F)cc1)C(=O)c1ccc(C)c([N+](=O)[O-])c1
→ 22.6	-3.3	-5.3
> CN(C)CCn1nnnc1SC1CCN(c2ccccc2)C1=O (stereo not given)
→ -0.4	-8.2	-14.1
> O=c1cc(CSc2nnc(-c3cccnc3)o2)nc2ccc(Br)cn12
→ -0.3	-3.0	.
> O=C(O)c1ccccc1C(=O)Nc1nc(-c2ccccc2)cs1
→ -2.0	1.6	-3.4
> Cn1c(C(=O)N2CCCCCC2)cc2c(=O)n3ccccc3nc21
→ -1.1&0.9	-4.6&-9.9	.
> Cc1cc(=O)oc2cc(C3CC(=O)Nc4[nH]ncc43)ccc12 (stereo not given)
→ -2.1	-14.0	.

# The list goes on:
# Order of values: NPYLR7 ag	hcGAS lum	mcGAS lum
> CCCCN(C(=O)NC(=O)NC(C)C12CC3CC(CC(C3)C1)C2)S(C)(=O)=O (stereo not given)
→ 0.1	-3.4	.
> CC1(C(=O)Nc2ccc3c(c2)OCO3)CCN1C(=O)c1ccco1 (stereo not given)
→ 4.2	-0.2	.
> Cc1cc(F)ccc1NC(=O)CCC1CCCN(Cc2cccc3c2OCO3)C1 (stereo not given)
→ -0.2	-4.4	.
> COc1cccc(-c2nc(COC(=O)c3nnn(-c4ccc(F)cc4)c3C)c(C)o2)c1OC
→ 4.7	-6.1	-9.6
> CCC(=O)Nc1ccc(SCC(=O)NCC2CCCO2)nn1 (stereo not given)
→ 6.0	-4.0	.
> O=c1c(=Cc2ccccc2I)sc2nc3ccccc3n12
→ 0.3	-3.5	.
> CC(C)N(C(=O)COC1C(C2COC(C)(C)O2)OC2OC(C)(C)OC21)c1ccccc1 (stereo not given)
→ 3.0	1.8	-4.2
> CC1=C(C(=O)OC2CCCCCCC2)C(c2ccc([N+](=O)[O-])cc2)NC(=O)N1C (stereo not given)
→ 5.1	-3.7	-5.6
> C=CCCC(=O)NCc1cccc(-c2ncc(-c3cc(OC)ccc3OC)[nH]2)c1
→ -5.9	-9.4	-6.2
> O=C(c1n[nH]c2c1CCC2)N1CC[C@@H](c2ccc3ccccc3c2)[C@H](O)C1
→ -3.3	-0.1	.
> CCC1=NOC(C(=O)N2CCC(c3nccn3CCCN(C)C)CC2)C1 (stereo not given)
→ .	-9.0	-4.3
> CCc1nc(Cn2nc(C3CCCNC3)n(-c3ccccc3)c2=O)cs1 (stereo not given)
→ 9.3	-0.2	.
> O=C(COc1coc(CN2CCc3ccccc3C2)cc1=O)N1CCc2ccccc21
→ 0.6	-5.2	-7.6
> Cc1ccnc(Nc2ccc(NCCNC(=O)CCC3CCCCC3)nn2)c1
→ 13.1	-10.7	.
> O=C(Nc1cccc2cn[nH]c12)c1ccc(=O)n(-c2ccc(F)cc2)c1
→ -4.7	0.2	.
> C=CCc1ccccc1Oc1cc(F)nc(N)n1
→ -16.0	-5.0	-7.1
> CC1(C)Cc2c(c(N3CCNCC3)[nH]c(=S)c2C#N)CO1
→ 4.7	-2.8	-4.1
> O=C(CCc1ccccc1)NCCCN1CCOC(c2ccccc2)C1 (stereo not given)
→ -7.8	-1.4	.
> C#CCn1c(=NC(=O)c2ccc(C(C)=O)cc2)sc2cccc(F)c21
→ 1.1	0.0	.
> CC(C)C[C@@H](N)C(=O)N(C)Cc1nc(-c2ccccn2)no1
→ -4.5	2.1	.
> COc1ccc(F)c(F)c1-c1nccn1CCCc1nn[nH]n1
→ 2.2	0.8	.
> O=C(O)c1cccc(CC2CCN(Cc3ccncc3)CC2)c1
→ 11.4	-4.5	.
> Cc1cc([N+](=O)[O-])nn1CC(=O)Nc1ccc(Cl)c(Cl)c1
→ -2.2	-0.7	1.5
> CC(C)c1ccc(NC2CCCN(C(=O)c3ccoc3)C2)cc1 (stereo not given)
→ -3.9	3.6	0.6
> Cc1noc(C)c1C(=O)N[C@@H](CC(C)C)C(=O)OCc1ccccc1
→ 2.4	-4.6	-16.5
> CSC(C)C(=O)NCc1ccc(Br)s1 (stereo not given)
→ -2.4	-1.1	-7.5
> COc1ccccc1C1c2cccn2CCCN1Cc1cc([N+](=O)[O-])ccc1Cl (stereo not given)
→ 10.3	-3.8	-2.6
> O=C1OC(c2ccccc2)=NC1=Cc1ccc(Cl)s1
→ -17.4	2.5	.
> CC(C)CN1CC(=O)N(c2ccc(Cl)cc2)C2CS(=O)(=O)CC21 (stereo not given)
→ 6.8	1.4	.
> CCC(O)CN(Cc1ccc(OC)cc1)Cc1ccc2c(c1)OCO2 (stereo not given)
→ 25.2	-10.5	-5.7

# The final 4 compounds of the part before lead into the next.
# Order of values: NPYLR7 ag	hcGAS lum	mcGAS lum
> COc1ccccc1C1c2cccn2CCCN1Cc1cc([N+](=O)[O-])ccc1Cl (stereo not given)
→ 10.3	-3.8	-2.6
> O=C1OC(c2ccccc2)=NC1=Cc1ccc(Cl)s1
→ -17.4	2.5	.
> CC(C)CN1CC(=O)N(c2ccc(Cl)cc2)C2CS(=O)(=O)CC21 (stereo not given)
→ 6.8	1.4	.
> CCC(O)CN(Cc1ccc(OC)cc1)Cc1ccc2c(c1)OCO2 (stereo not given)
→ 25.2	-10.5	-5.7
> CCC(C)N(Cc1ccc(OS(=O)(=O)c2ccc(F)cc2)cc1)C(=O)Nc1cccc(F)c1 (stereo not given)
→ -2.4	1.4	-1.9
> COc1ccc(CN(CC(O)COCc2ccccc2)CC2CCCO2)cc1 (stereo not given)
→ 22.7	-9.8	-5.2
> Cc1cc(N2CCN(C(=O)Nc3ccccc3Br)CC2)nc(-c2cccc(C(F)(F)F)c2)n1
→ -2.2	-6.9	-5.4
> CC(C)(C)OC(=O)N1CCN(CCNS(=O)(=O)Cc2ccc(F)cc2)CC1
→ 9.9	-5.8	.
> Cc1cnc(CNC(=O)c2cc(Cn3ccc4ccccc43)[nH]n2)cn1
→ 0.2	1.9	.
> CN1CC2(CCCN(C(=O)CCc3n[nH]c4c3CCCC4)CC2)OC1=O (stereo not given)
→ 5.4	-2.3	-14.5
> O=C(Nc1cccc(C(F)F)c1)NC(CCCO)c1ccccc1 (stereo not given)
→ 1.9	-10.2	.
> Cc1ccc2oc(=O)n(CCc3n[nH]c(CCc4ccccc4)n3)c2c1
→ 8.2	-9.5	.
> O=C(OCc1cc(=O)n2cc(Br)ccc2n1)C1=COCCO1
→ -0.4	1.2	0.2
> CCOC(=O)c1nn(-c2ccc(C)cc2)c(=O)cc1OCC(=O)Nc1ccc(C)cc1
→ 9.5	-7.8	.
> COCC(=O)Nc1ccccc1-c1cccc(CN2CCOCC2)c1
→ 0.3	-1.9	.

# Profiles as entered above.
# Listed for COc1ccc(CN(CC(O)COCc2ccccc2)CC2CCCO2)cc1 (stereo not given) = NPYLR7 ag: 22.7; hcGAS lum: -9.8; mcGAS lum: -5.2
# Listed for CCC(C)N(Cc1ccc(OS(=O)(=O)c2ccc(F)cc2)cc1)C(=O)Nc1cccc(F)c1 (stereo not given) = NPYLR7 ag: -2.4; hcGAS lum: 1.4; mcGAS lum: -1.9
